Screens: PubChem, several laboratories
Mtb UGM inh: M. tuberculosis UGM enzyme inhibitors, primary screen, biochemical, fluorescence polarization, single point | purified UGM, fluorescence polarization probe displacement | UDP-galactopyranose mutase (Mycobacterium tuberculosis (strain ATCC 25618 / H37Rv)), … | inhibition, % at 10 µM | actives 0.06% (n = 320,000); in the data active means inhibition above about 10%, passing the limit was not always enough; inconclusive means no clear call, values can overlap the other calls
Target sequence (P9WIQ1 whole entry, looked up): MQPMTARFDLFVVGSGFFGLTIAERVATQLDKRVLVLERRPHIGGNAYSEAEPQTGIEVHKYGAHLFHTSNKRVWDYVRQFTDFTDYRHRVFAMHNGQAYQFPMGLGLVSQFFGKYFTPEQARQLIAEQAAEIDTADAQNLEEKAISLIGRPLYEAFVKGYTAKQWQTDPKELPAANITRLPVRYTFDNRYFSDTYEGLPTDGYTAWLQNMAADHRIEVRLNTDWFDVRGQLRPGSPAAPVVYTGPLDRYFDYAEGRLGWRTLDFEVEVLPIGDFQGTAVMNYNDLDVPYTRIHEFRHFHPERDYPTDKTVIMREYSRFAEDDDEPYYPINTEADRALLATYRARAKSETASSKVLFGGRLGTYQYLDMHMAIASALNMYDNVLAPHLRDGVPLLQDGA
BoNT-F LC inh: BoNT/F light chain protease inhibitors, primary screen, biochemical, flow cytometry, MLPCN library; actives 0.22% (n = 360,000); inhibition, % at 10 µM; Multiplex microsphere protease cleavage assay; Botulinum neurotoxin type F light chain protease (Clostridium botulinum); in the data active means inhibition above about 35%, passing the limit was not always enough; inconclusive means no clear call, values can overlap the other calls; further: plate controls were buffer without enzyme for full effect and enzyme alone for no effect
FadD28 binding: inhibitors of FadD28 bisubstrate probe binding, primary screen, biochemical, fluorescence polarization, single point | inhibition, % at 12.5 µM | Mycobacterium tuberculosis FadD28 fatty-acid-AMP ligase | AID 588549, 2011 | actives 0.22% (n = 360,000); in the data active means inhibition above about 8.5%, passing the limit was not always enough; inconclusive means no clear call, values can overlap the other calls
CCHFV vOTU inh: CCHFV vOTU protease inhibitors, primary screen, biochemical, Pep-AMC substrate, fluorescence; inhibition, % at 11.5 µM; Crimean-Congo hemorrhagic fever virus L polyprotein viral ovarian tumor (vOTU) protease …; actives 0.55% (n = 370,000); AID 651958, 2012; further: 0% = vehicle wells with enzyme and 100% = no enzyme wells
FBA Mtb inh: Mtb FBA enzyme inhibitors, primary screen, biochemical, fluorescence, strain H37Rv. Fructose-bisphosphate aldolase (Mycobacterium tuberculosis (strain ATCC 25618 / H37Rv)), …. purified M. tuberculosis FBA, fluorescence read-out. inhibition, % at 1 µM. actives 2.3% (n = 360,000). AID 588726, 2011; in the data active means inhibition above about 27%;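 further: 0% = vehicle and 100% = reference inhibitor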
Target sequence (P9WQA3 whole entry, looked up): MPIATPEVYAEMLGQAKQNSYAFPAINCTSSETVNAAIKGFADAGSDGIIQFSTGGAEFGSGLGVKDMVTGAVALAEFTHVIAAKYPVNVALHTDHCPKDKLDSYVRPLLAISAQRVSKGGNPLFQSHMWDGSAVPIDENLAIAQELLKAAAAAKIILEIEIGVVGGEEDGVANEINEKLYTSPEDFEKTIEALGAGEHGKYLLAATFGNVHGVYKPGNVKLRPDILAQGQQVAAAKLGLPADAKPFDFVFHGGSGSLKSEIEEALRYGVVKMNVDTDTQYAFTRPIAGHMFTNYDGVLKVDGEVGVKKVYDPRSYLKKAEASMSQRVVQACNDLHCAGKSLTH
BioA inh: M. tuberculosis BioA enzyme inhibitors, primary screen, biochemical, plate reader, single point, HTS; inhibition, % at 9.99 µM; purified M. tuberculosis BioA enzyme; actives 0.096% (n = 360,000); in the data active means inhibition above about 40%; inconclusive means no clear call, values can overlap the other calls
BoNT-A LC inh2: BoNT/A light chain protease inhibitors, primary screen, biochemical, flow cytometry, MLPCN library; actives 0.17% (n = 360,000); Botulinum neurotoxin type A light chain protease (Clostridium botulinum A str. ATCC 3502); multiplex microsphere protease substrate cleavage; inhibition, % at 10 µM; in the data active means inhibition above about 30%; inconclusive means no clear call, values can overlap the other calls; further: plate controls were buffer without enzyme for full effect and enzyme alone for no effect
PrPC surface inh: inhibitors of human cell surface prion protein PrPC, primary screen, cell-based, TR-FRET; Major prion protein (Homo sapiens), P04156; TR-FRET read-out; inhibition, % at 13.8 µM; actives 0.43% (n = 370,000); AID 720596, 2013; in the data active means inhibition above about 24%; further: 0% = median of the test wells and 100% = reference compound wells
GDH-TPI counter: GDH-TPI coupling enzyme inhibitors, primary screen, artefact control for M. tuberculosis FBA inhibitor project, biochemical, absorbance, full deck. GDH-TPI coupled enzyme counterscreen, NADH absorbance. inhibition, % at 4.8 µM. actives 1.2% (n = 360,000);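 further: 0% = DMSO wells and 100% = wells lacking the enzyme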
Starred values were filed as active, the others as inactive. Unless noted, no stated cut-off is given here; in the data, active means inhibition above about 30%; inactive means the rest.

`Cc1ccc(C23CC4CC(CC(CC(=O)NC(C)(C)CO)(C4)C2)C3)cc1` gave Mtb UGM inh -0.2, BoNT-F LC inh -2, FadD28 binding -4.2, CCHFV vOTU inh 9, FBA Mtb inh 1, BioA inh 3.4, BoNT-A LC inh2 -5.7, PrPC surface inh -1 and GDH-TPI counter 0.
For CC(=O)Nc1ccc(NC(=O)C(C)OC(=O)C(C)SCC(=O)Nc2ccc(C)cc2)cc1 (configuration not stated) the results were Mtb UGM inh 1.5, BoNT-F LC inh inconclusive, FadD28 binding -4.4, CCHFV vOTU inh -9, FBA Mtb inh -1, BioA inh -0.6, BoNT-A LC inh2 -3.9, PrPC surface inh 7 and GDH-TPI counter -2.
CCOc1ccc(CN(C)C(=O)CNC(=O)c2ccc3ccccc3c2)cc1OC was read as Mtb UGM inh 1.9, BoNT-F LC inh 0, FadD28 binding -0.5, CCHFV vOTU inh -6, FBA Mtb inh 2, BioA inh -1.6, BoNT-A LC inh2 1.5, PrPC surface inh -5 and GDH-TPI counter 4.
For Cc1c(Cl)cccc1NC(=O)CC1Sc2ccccc2NC1=O (configuration not stated) the results were Mtb UGM inh -1.0, BoNT-F LC inh -16, FadD28 binding 0.8, CCHFV vOTU inh -17, FBA Mtb inh 1, BioA inh -1.9, BoNT-A LC inh2 -1.0, PrPC surface inh 4 and GDH-TPI counter -9.
`COc1ccc2nc(SCC(=O)Nc3ccc4c(c3)CCC4)[nH]c2c1` gave Mtb UGM inh 1.4, BoNT-F LC inh 0, FadD28 binding -0.7, CCHFV vOTU inh 3, FBA Mtb inh -1, BoNT-A LC inh2 -0.6, PrPC surface inh 11 and GDH-TPI counter 1.
CC(=O)Nc1ccc(S(=O)(=O)NCC(=O)OCC(=O)c2cc(C)n(-c3ccc4c(c3)OCO4)c2C)cc1 was read as Mtb UGM inh 1.3, BoNT-F LC inh 2, FadD28 binding -1.5, CCHFV vOTU inh 18, FBA Mtb inh -1, BoNT-A LC inh2 -0.1, PrPC surface inh 9 and GDH-TPI counter 12.
`CCOc1ccc(Nc2nc(CC(=O)OC)cc(=O)[nH]2)cc1` gave Mtb UGM inh 2.8, BoNT-F LC inh -7, FadD28 binding -3.9, CCHFV vOTU inh 0, FBA Mtb inh -3, BioA inh 0.7, BoNT-A LC inh2 -1.3, PrPC surface inh 0 and GDH-TPI counter 3.
For c1ccc(-c2ccc(OCCOCCn3cncn3)cc2)cc1 the results were Mtb UGM inh 0.2, BoNT-F LC inh 6, FadD28 binding -2.2, CCHFV vOTU inh 5, FBA Mtb inh 1, BioA inh 1.0, BoNT-A LC inh2 1.6, PrPC surface inh -3 and GDH-TPI counter 2.
`C=CCNc1nc2c3ccccc3n(C(C)=O)c2s1` gave Mtb UGM inh 0.1, BoNT-F LC inh 6, FadD28 binding -2.2, CCHFV vOTU inh 14, FBA Mtb inh -16, BioA inh 0.1, BoNT-A LC inh2 0.6, PrPC surface inh -7 and GDH-TPI counter -12.
CN(Cc1ccccc1)C(=O)c1nc[nH]c1C(=O)N1CCN(c2ccccc2)CC1 was read as Mtb UGM inh -2.3, BoNT-F LC inh 4, FadD28 binding -0.8, CCHFV vOTU inh 7, FBA Mtb inh -1, BioA inh 1.3, BoNT-A LC inh2 0.5, PrPC surface inh -4 and GDH-TPI counter 2.
Screening CCC(C)NC(C(=O)Nc1ccc(Cl)c([N+](=O)[O-])c1)c1ccccc1 (configuration not stated) returned Mtb UGM inh -3.7, BoNT-F LC inh 24, FadD28 binding 1.2, CCHFV vOTU inh 6, FBA Mtb inh -1, BoNT-A LC inh2 2.7, PrPC surface inh -4 and GDH-TPI counter 5.
`O=C(CN(Cc1ccco1)S(=O)(=O)c1cccs1)Nc1ccccc1C(F)(F)F` gave Mtb UGM inh 0.5, BoNT-F LC inh 6, FadD28 binding -1.0, CCHFV vOTU inh 11, FBA Mtb inh 2, BioA inh 0.5, BoNT-A LC inh2 0.8, PrPC surface inh -3 and GDH-TPI counter 13.

Ordered by count of non-hydrogen atoms (low to high): some entries from above
For c1ccc(-c2ccc(OCCOCCn3cncn3)cc2)cc1 the results were Mtb UGM inh 0.2, BoNT-F LC inh 6, FadD28 binding -2.2, CCHFV vOTU inh 5, FBA Mtb inh 1, BioA inh 1.0, BoNT-A LC inh2 1.6, PrPC surface inh -3 and GDH-TPI counter 2.
`COc1ccc2nc(SCC(=O)Nc3ccc4c(c3)CCC4)[nH]c2c1` gave Mtb UGM inh 1.4, BoNT-F LC inh 0, FadD28 binding -0.7, CCHFV vOTU inh 3, FBA Mtb inh -1, BoNT-A LC inh2 -0.6, PrPC surface inh 11 and GDH-TPI counter 1.
`O=C(CN(Cc1ccco1)S(=O)(=O)c1cccs1)Nc1ccccc1C(F)(F)F` gave Mtb UGM inh 0.5, BoNT-F LC inh 6, FadD28 binding -1.0, CCHFV vOTU inh 11, FBA Mtb inh 2, BioA inh 0.5, BoNT-A LC inh2 0.8, PrPC surface inh -3 and GDH-TPI counter 13.

More entries:
Screening COc1ccc(-n2c(SC3CCOC3=O)nc3ccccc3c2=O)cc1Cl (configuration not stated) returned Mtb UGM inh 0.7, BoNT-F LC inh 5, FadD28 binding -6.3, CCHFV vOTU inh 8, FBA Mtb inh 1, BioA inh 7.2, BoNT-A LC inh2 0.1, PrPC surface inh -6 and GDH-TPI counter 12.
CC(OC(=O)COc1ccccc1)C(=O)NC1CCCC1 (configuration not stated) was read as Mtb UGM inh -2.0, BoNT-F LC inh 1, FadD28 binding 0.8, CCHFV vOTU inh -2, FBA Mtb inh -1, BioA inh -4.6, BoNT-A LC inh2 0.5, PrPC surface inh 5 and GDH-TPI counter 18.
For COc1ccc(C(=O)OCC(=O)c2ccc3c(c2)NC(=O)CO3)cc1S(=O)(=O)N1CCOCC1 the results were Mtb UGM inh -1.8, BoNT-F LC inh -10, FadD28 binding 5.5, CCHFV vOTU inh -5, FBA Mtb inh -3, BioA inh -6.6, BoNT-A LC inh2 -0.9, PrPC surface inh -7 and GDH-TPI counter 4.
Screening Cc1ccc(S(=O)(=O)N2[C@@H](c3ccc(Cl)cc3)C(C(=O)O)=CC[C@H]2c2cccs2)cc1 returned Mtb UGM inh 1.0, BoNT-F LC inh -7, FadD28 binding -6.1, CCHFV vOTU inh 11, FBA Mtb inh -5, BioA inh 0.8, BoNT-A LC inh2 0.1, PrPC surface inh -6 and GDH-TPI counter -6.
`CN1C=CC=C/C1=C1\SC(=S)N(N)C1=O` gave Mtb UGM inh 3.1, BoNT-F LC inh 1, FadD28 binding -2.7, CCHFV vOTU inh -6, FBA Mtb inh -15, BoNT-A LC inh2 -0.9, PrPC surface inh -9 and GDH-TPI counter -3.
CC(NC(=O)c1ccccc1Br)c1nnc(SCc2ccc([N+](=O)[O-])cc2)n1C (configuration not stated) was read as Mtb UGM inh -1.6, BoNT-F LC inh 5, FadD28 binding -4.2, CCHFV vOTU inh -12, FBA Mtb inh 0, BoNT-A LC inh2 2.5, PrPC surface inh -3 and GDH-TPI counter -8.
O=C(O)CCCN1C(=O)c2cccc3cccc(c23)C1=O was read as Mtb UGM inh -0.5, BoNT-F LC inh 24, FadD28 binding -2.3, CCHFV vOTU inh -26, FBA Mtb inh 26, BioA inh -0.5, BoNT-A LC inh2 2.1, PrPC surface inh -20 and GDH-TPI counter 12.
For C=CCn1c(SCCC(=O)O)nnc1-c1cccs1 the results were Mtb UGM inh -0.4, BoNT-F LC inh -8, FadD28 binding 0.7, CCHFV vOTU inh 10, FBA Mtb inh 12, BioA inh 1.1, BoNT-A LC inh2 0.3, PrPC surface inh 7 and GDH-TPI counter 11.
For CSc1ccc(S(=O)(=O)N2CCC(C(=O)NCCCn3ccnc3)CC2)cc1 the results were Mtb UGM inh -0.8, BoNT-F LC inh -2, FadD28 binding -1.6, CCHFV vOTU inh 0, FBA Mtb inh -3, BioA inh 0.9, BoNT-A LC inh2 -1.1, PrPC surface inh -2 and GDH-TPI counter -4.
Screening Cc1nn2c(-c3ccncc3)ccnc2c1Br returned BoNT-F LC inh -4, FadD28 binding -3.1, CCHFV vOTU inh -3, FBA Mtb inh 3, BoNT-A LC inh2 -0.2, PrPC surface inh -27 and GDH-TPI counter 2.
Screening O=C(Nc1ccc(C(=O)N2CCCC2)cc1)C1CC1 returned BoNT-F LC inh -4, FadD28 binding 0.2, CCHFV vOTU inh -8, FBA Mtb inh 5, BioA inh -3.4, BoNT-A LC inh2 -0.2, PrPC surface inh -6 and GDH-TPI counter 18.
CCC1(C)Cc2c(sc3nc(NN)n(C)c(=O)c23)CO1 (configuration not stated) was read as Mtb UGM inh 1.8, BoNT-F LC inh -4, FadD28 binding -5.1, CCHFV vOTU inh -1, FBA Mtb inh 1, BioA inh -0.9, BoNT-A LC inh2 -0.6, PrPC surface inh 1 and GDH-TPI counter 18.
Cc1ccc(NC(=O)N2CCC(c3ccccc3)C2)cc1C (configuration not stated) was read as Mtb UGM inh -0.1, BoNT-F LC inh -1, FadD28 binding -2.2, CCHFV vOTU inh 6, FBA Mtb inh 4, BioA inh 0.1, BoNT-A LC inh2 -1.6, PrPC surface inh 1 and GDH-TPI counter 14.
`CC(C)(C)S(=O)(=O)N1Cc2ccc(CO)cc2[C@H]1CCO` gave BoNT-F LC inh -8, FadD28 binding 0.4, CCHFV vOTU inh -1, FBA Mtb inh -1, BioA inh 0.2, BoNT-A LC inh2 -0.5, PrPC surface inh 0 and GDH-TPI counter 9.
`Cc1cc(S(=O)(=O)NCc2ccccn2)c(Cl)cc1Cl` gave Mtb UGM inh 0.4, BoNT-F LC inh -21, FadD28 binding -1.9, CCHFV vOTU inh -9, FBA Mtb inh -2, BioA inh 0.0, BoNT-A LC inh2 1.5, PrPC surface inh 4 and GDH-TPI counter 3.
COCCN(Cc1ccccc1)C(=O)C1CCN(S(=O)(=O)c2ccc(OC)c(OC)c2)CC1 was read as Mtb UGM inh 0.7, BoNT-F LC inh -14, FadD28 binding 1.6, CCHFV vOTU inh -7, FBA Mtb inh -2, BioA inh -0.3, BoNT-A LC inh2 1.6, PrPC surface inh 3 and GDH-TPI counter 4.
For Cc1ccc(O)c(-c2cc(-c3ccccc3[N+](=O)[O-])[nH]n2)c1 the results were Mtb UGM inh 2.7, BoNT-F LC inh -9, FadD28 binding -10, CCHFV vOTU inh 3, FBA Mtb inh -9, BoNT-A LC inh2 -0.2, PrPC surface inh -11 and GDH-TPI counter -1.
Screening O=C(NCc1ccccc1Cl)c1ccc(S(=O)(=O)Nc2cccc(C(F)(F)F)c2)cc1 returned Mtb UGM inh 1.5, BoNT-F LC inh -5, FadD28 binding -1.8, CCHFV vOTU inh 19, FBA Mtb inh -1, BoNT-A LC inh2 -0.7, PrPC surface inh 6 and GDH-TPI counter 11.
`CCC(C)Sc1nnc(CSc2nc3nc(C)cc(C)n3n2)o1` (configuration not stated) gave Mtb UGM inh 0.8, BoNT-F LC inh 8, FadD28 binding -4.4, CCHFV vOTU inh -16, FBA Mtb inh -1, BoNT-A LC inh2 0.1, PrPC surface inh 1 and GDH-TPI counter -6.
Screening Cc1nnc(SCC(=O)NC2CCCc3c2cnn3-c2ccccc2F)o1 (configuration not stated) returned Mtb UGM inh 1.8, BoNT-F LC inh -1, FadD28 binding -2.6, CCHFV vOTU inh 9, FBA Mtb inh 0, BioA inh 2.1, BoNT-A LC inh2 0.0, PrPC surface inh 2 and GDH-TPI counter -1.
